Assay outcomes (PubChem BioAssay)
Efflux pump mplx: antifungal efflux pump inhibition, Nile Red retention. S. cerevisiae Candida pump triplex. inhibition, % at 10 µM. hit rate 0.44% among 330,000;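 active = plate passing quality check with inhibition over a set limit, or well fluorescence over plate mean plus 4 SD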;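 also: Nile Red retained in pooled yeast measured as flow cytometry median fluorescence; 0% = buffer negative control and 100% = Enniatin B positive control; higher means more Nile Red kept so more efflux inhibition; some compounds called inactive have numbers as strong as hits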
proCasp7 act: counter-screen: procaspase-7 (human) activation. P55210. recombinant procaspase-7, Ac-DEVD-pNA absorbance 405 nm; D23A/D198A/D206A triple mutant, cannot self-cleave; scale: DMSO 0, 5 µM enzyme 100. activation, % at 8.5 µM. hit rate 0.093% among 330,000. AID 463210;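 active = percent activation above the screen-wide mean plus 3 SD, cut at about 25% in these data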
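Assay system: Uncleavable procaspase-7 mutant enzyme / Input: 2 µM procaspase-7 mutant as dispensed / Dosing: single nominal 8.5 µM compound dose, 0.8% DMSO final / Timing: 1 h enzyme–compound preincubation and 2 h substrate reaction, both 25 °C / Detection: p-Nitroaniline absorbance at 405 nm, read at 0 and 120 min / Replication: singlicate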
PP5 primary: PP5 (human) phosphatase inhibition; hit rate 0.18% among 320,000; purified PP5c, OMFP substrate fluorescence; AID 1987; P53041; inhibition, % at 6.7 µM;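 active = inhibition above the campaign's mean inhibition across all tested compounds plus 3 SD, cut at about 9.5% in these data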;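 also: 0% = DMSO only and 100% = 100 µM cantharidin control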
Target sequence (P53041 whole entry, looked up): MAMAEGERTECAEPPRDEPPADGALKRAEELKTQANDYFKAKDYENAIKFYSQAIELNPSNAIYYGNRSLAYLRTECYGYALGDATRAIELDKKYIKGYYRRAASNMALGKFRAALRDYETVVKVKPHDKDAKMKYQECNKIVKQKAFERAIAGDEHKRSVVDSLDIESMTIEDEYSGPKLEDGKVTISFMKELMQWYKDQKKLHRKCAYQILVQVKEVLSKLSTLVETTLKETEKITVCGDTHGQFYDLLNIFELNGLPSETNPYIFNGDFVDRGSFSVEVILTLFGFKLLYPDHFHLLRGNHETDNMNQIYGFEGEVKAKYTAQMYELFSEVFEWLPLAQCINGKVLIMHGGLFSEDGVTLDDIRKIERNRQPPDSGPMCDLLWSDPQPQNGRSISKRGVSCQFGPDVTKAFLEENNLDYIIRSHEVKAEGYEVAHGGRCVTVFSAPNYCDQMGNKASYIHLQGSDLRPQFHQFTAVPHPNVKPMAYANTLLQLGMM
TPT1 inhibitor: blocks Candida albicans tRNA 2'-phosphotransferase; recombinant caTPT1, FP RNA substrate dephosphorylation; AID 1962; inhibition, % at 5 µM; hit rate 0.81% among 300,000;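 active = inhibition above the mean of all tested compounds plus 3 SD, set per screening campaign, cut at about 24% in these data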;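 also: plate controls were DMSO alone for no effect and ferristatin control at 100 nM for full effect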
HCV core dimer: blocks dimerization of HCV core protein. TR-FRET GST/Flag-core106 dimerization, 1536-well. inhibition, % at 5 µM. hit rate 0.33% among 300,000;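 active = inhibition above the mean of all tested compounds plus 3 SD, set per screening campaign, cut at about 45% in these data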
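System: GST/Flag-tagged HCV core106 proteins. Incubation: compound-protein-antibody incubation 4 h at 22.5 °C. Technique: HTRF with 340 nm excitation, 617/671 nm emission. Medium: KF-containing HEPES buffer, pH 7.45, DTT, CHAPS, BSA. Read-out: inhibition (%) from 671 over 617 nm ratio. Also added: Eu(K)-anti-GST 90 ng/mL plus XL665-anti-Flag 1 µg/mL.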
Fh CTSL1 inh: cathepsin L1 inhibition, PFM18AAP counter-screen; recombinant F. hepatica cathepsin L1, Z-Leu-Arg-MCA fluorescence; inhibition, % at 5.96 µM; hit rate 0.49% among 300,000;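 active = inhibition above the mean of all tested compounds plus 3 SD, set per screening campaign, cut at about 17% in these data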;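 also: 0% = plate median of test compound wells and 100% = 1 µM Z-Phe-Ala-diazomethylketone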
PP1 inh: PP1-alpha (human) inhibition in PP5 counter-screen. P62136. inhibition, % at 6.7 µM. purified PP1alpha, OMFP fluorescence. hit rate 0.9% among 320,000;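 active = inhibition above the mean inhibition of all tested compounds plus 3 SD, computed separately for each screening campaign, cut at about 15% in these data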
JMJD2C inh: inhibitors of human GASC-1 (JMJD2C) demethylase; Q9H3R0; GST-JMJD2C(1-420) H3K9me3 demethylation, DELFIA europium; inhibition, % at 2.35 µM; hit rate 0.069% among 330,000;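 active = more than half of a compound's replicate wells show inhibition beyond 50%, single wells judged on their own value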;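 also: signal counts dimethyl H3K9 product captured on neutravidin plate; 0% = median of DMSO wells and 100% = 0.3 times that DMSO median; strong numbers were not always called active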
proCasp3 act: activators of human procaspase-3; recombinant procaspase-3 D3A, Ac-DEVD-pNA absorbance 405 nm; P42574; hit rate 0.11% among 330,000; AID 463141; activation, % at 8.5 µM;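 active = activation above the mean of all tested compounds plus 3 SD, cut at about 21% in these data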;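 also: 0% = DMSO alone and 100% = DMSO wells spiked with extra 5 µM PC-3 D3A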
Target sequence (P42574 whole entry D9A/D28A/D175A): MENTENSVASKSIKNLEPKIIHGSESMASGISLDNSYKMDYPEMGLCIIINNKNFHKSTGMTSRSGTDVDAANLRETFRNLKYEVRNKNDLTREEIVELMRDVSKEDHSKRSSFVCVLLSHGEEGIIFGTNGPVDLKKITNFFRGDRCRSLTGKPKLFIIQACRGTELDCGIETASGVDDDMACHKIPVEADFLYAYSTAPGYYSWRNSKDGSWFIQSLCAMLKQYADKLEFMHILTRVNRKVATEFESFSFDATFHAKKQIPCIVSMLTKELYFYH
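Test system: Procaspase-3 D3A mutant; medium: Zinc-free HEPES/NaCl buffer with 0.01% Triton X-100 at pH 7.4; reagent: DEVD-pNA substrate; doses: one concentration, 8.5 µM nominal, 0.8% DMSO; times: 1 h preincubation plus 2 h reaction at 25 °C; signal: Epi-absorbance at 405 nm of released p-nitroaniline, 0 and 120 min; replicates: singlicate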
The depositor's hits bear a star; nt = no result given; & = joins results of further samples.

SMILES | Efflux pump mplx | proCasp7 act | PP5 primary | TPT1 inhibitor | HCV core dimer | Fh CTSL1 inh | PP1 inh | JMJD2C inh | proCasp3 act
COc1ccc(N(CC(O)Cn2c(C)nc3ccccc32)S(=O)(=O)c2ccccc2)cc1 (stereo unspecified) | 0.0 | 0 | -1.4 | 3 | -4 | -2 | -2 | 7 | 1
CC(C)OC(=O)c1ccc(NC(=O)Cn2c(-c3nonc3N)nc3ccccc32)cc1 | 0.1 | -2 | 2.7 | 1 | 21 | -1 | -3 | -7 | 3
C[C@H]1CN=C(N(C)C)N1CCCC1CCCC1 | -0.1 | -18 | -12 | -5 | -22 | 10 | 0 | 11 | -4
CC(=O)OCCN1C(=O)c2ccc(-c3nc4ccccc4c(=O)o3)cc2C1=O | -0.2 | 3 | 1.5 | 2 | -2 | 2 | -3 | -9 | 6
COC(=O)Nc1ccc(C)c(NC(=O)OC)c1 | 0.0 | 3 | -0.8 | -2 | -1 | -1 | -5 | 3 | -2
CC(=O)c1c(O)ccc2c(-c3ccccc3)cc(=O)oc12 | 0.2 | 2 | -0.3 | 1 | 12 | 4 | 2 | -5 | -4
COc1cccc(/C=N/n2c(C3CCCCC3)n[nH]c2=S)c1 | -0.1 | -19 | 0.2 | 0 | 6 | -1 | 3 | -1 | -10
O=C(Nc1ccc(Br)cc1)c1ccc(F)c(S(=O)(=O)NCc2cccs2)c1 | -0.2 | 3 | 3.9 | -3 | -5 | 2 | 1 | -8 | 0
COc1ccc(CNC(=O)CN2CCN(c3cccc(C)c3C)CC2)cc1 | 0.2 | 3 | 0.5 | 4 | 1 | 6 | -3 | -5 | -6
CCN(CC)S(=O)(=O)c1ccc(N2CCOCC2)c(NC(=O)Cc2cccc3ccccc23)c1 | -0.3 | -5 | -0.7 | -1 | 17 | 1 | 1 | -12 | -7
CC(C)CNC(=S)N1CCN(c2nc3ccccc3s2)CC1 | 0.0 | 4 | 1.5 | -3 | -6 | -1 | -2 | -1 | 7
COc1ccc2nnc(-c3ccc(C(F)(F)F)cc3)n2n1 | -0.1 | 16 | 0.9 | -3 | 5 | 7 | 0 | -2 | 8
Cc1ccccc1-c1noc(-c2ccc(Cl)cc2)n1 | 0.1 | 9 | 2.9 | -3 | -2 | -1 | 3 | 144 | 2
Cc1cc(NC(=O)COC(=O)CCC(=O)c2ccc(F)cc2)no1 | 0.0 | -9 | 1.1 | -1 | -6 | -53 | -1 | 1 | 2
CCOc1ccc2nc(NCCO)[nH]c2c1 | 0.1 | 13 | -1.2 | 3 | -6 | -3 | -3 | 3 | 2
CCCNC(=O)CSc1nnc(C)s1 | -0.2 | 1 | 1.9 | 2 | -7 | -4 | 1 | nt | -1
CN1C(=O)C(C)(C)c2cc(S(=O)(=O)NCc3ccc(C(=O)NCc4ccco4)cc3)ccc21 | -0.1 | -1 | 0.1 | -6 | -2 | 4 | 1 | -2 | 15
CCCN(CC(=O)Nc1ccc(Cl)cc1Cl)C(=O)c1ccc(=O)[nH]c1 | 0.0 | -4 | -1.2 | -3 | 3 | -2 | 0 | 7 | 5
CCc1nnc(NC(=O)CSc2nccn2-c2cccc(C)c2C)s1 | 0.3 | 0 | 3.9 | 2 | -5 | -1 | -1 | -3 | -3
O=C(NCC(O)CO)c1csc(Nc2cccc3ccccc23)n1 (stereo unspecified) | -0.1 | 9 | -0.3 | 0 | 3 | -1 | 2 | 0 | 3
CN(CC(=O)N1CCc2ccccc2C1)S(=O)(=O)c1ccc2c(c1)c(=O)n(C)c(=O)n2C | 0.0 | 10 | -1.2 | -3 | -5 | -4 | 1 | nt | 13
O=C(N/N=C/c1cn(-c2ccccc2)nc1-c1cccnc1)c1ccc(F)cc1 | 0.0 | 4 | 3.0 | 1 | 5 | 0 | -2 | 3 | 6
Cc1ccc(CNC(=O)c2cc(=O)c3cc(C)ccc3o2)cc1 | 0.1 | -6 | 0.9 | -1 | 4 | 4 | 0 | -9 | 0
C/C(=C\c1ccccc1)CN1CCN(c2cccc(Cl)c2)CC1 | -0.1 | 1 | 2.1 | 0 | -3 | -1 | 0 | -9 | 1
Cc1noc(NS(=O)(=O)c2ccc(N3C(=O)c4ccccc4C3=O)cc2)c1C | -0.2 | 9 | -1.1 | 1 | -2 | 0 | 0 | 11 | 5
(cont.)
SMILES | Efflux pump mplx | proCasp7 act | PP5 primary | TPT1 inhibitor | HCV core dimer | Fh CTSL1 inh | PP1 inh | JMJD2C inh | proCasp3 act
O=C(Nc1ccc(S(=O)(=O)N2CCCCC2)cc1)C1CCN(C(=O)c2ccco2)CC1 | -0.1 | -5 | 0.0 | -4 | 8 | -9 | -1 | 11 | -2
Cc1nc2ccccn2c1P(=O)(N1CCCCC1)N1CCCCC1 | 0.0 | 10 | 3.4 | 3 | 2 | 0 | 1 | -12&-4 | 0
Cc1ccnc(NC(=O)CS(=O)(=O)c2ccccc2)c1 | -0.1 | 4 | -0.7 | 0 | -2 | 7 | -4 | -4 | 4
COc1ccc(Cl)cc1S(=O)(=O)N1CCCC(C(=O)NCc2ccccc2)C1 (stereo unspecified) | 0.6 | 15 | 5.5 | 2 | 6 | -2 | -4 | 2 | -4
O=C(C1=C[C@@H](C2CC2)C[C@@H](OCc2ccc(CO)cc2)O1)N1CCN(Cc2ccc3c(c2)OCO3)CC1 | 0.0 | 6 | 0.6 | 1 | -1 | -1 | 2 | -1 | 9
O=C(CCC(=O)NNC(=O)Nc1cccc(Cl)c1)NCc1ccccc1 | 0.0 | 6 | -1.5 | -1 | 1 | 2 | -3 | -12 | -3
CCOc1ccc(C(=O)OCn2nnc3ccccc3c2=O)cc1OC | -0.1 | 13 | 2.2 | 0 | 2 | 4 | 1 | 10 | 0
CCOC(=O)c1cnc(SCc2nc(N)nc(Nc3ccc(F)cc3)n2)nc1N | -0.1 | -9 | 2.1 | -3 | -2 | 2 | 1 | -18 | -8
O=C1c2ccc(Oc3ccc4c(c3)C(=O)N(CCCO)C4=O)cc2C(=O)N1CCCO | -0.1 | -5 | 0.4 | -1 | -4 | 9 | -6 | -30 | -1
O=C(O)c1ccccc1NS(=O)(=O)c1ccc2c(c1)OCCO2 | -0.1 | -1 | 0.5 | -1 | 2 | -4 | -4 | 10 | -1
Cc1c(CCC(=O)NCCCn2ccnc2)c(=O)oc2cc3occ(C(C)(C)C)c3cc12 | -0.2 | 5 | 1.1 | 2 | 6 | 3 | 4 | -6 | 4
COc1ccc(OC)c(CCNC(=O)c2nn(C)c3c2CS(=O)(=O)c2ccccc2-3)c1 | -0.1 | 6 | 3.1 | -1 | -7 | 1 | 1 | 6 | 2
COc1cccc(C2=NOC(C(=O)Nc3ccccc3SC)C2)c1 (stereo unspecified) | 0.0 | 10 | 2.2 | -6 | -1 | 6 | 8 | -38 | 2
CCOc1cc(C(C(=O)NCC2CCCO2)N(C(=O)Cn2nnc3ccccc32)c2ccc(NC(C)=O)cc2)ccc1O (stereo unspecified) | 0.0 | 9 | -0.7 | -1 | -3 | 1 | -3 | -6 | -3
Cc1cc(Cl)ccc1NC(=O)CN1CCCC1 | 0.0 | 4 | 0.9 | -3 | -11 | 1 | 1 | 4 | 6
Cc1ccc(Cn2ccc(NC(=O)c3cc(-c4cccc(Cl)c4)on3)n2)cc1 | 0.0 | 6 | -2.6 | 4 | 5 | -1 | -4 | -6 | 5
CCn1cc(/C=N\NC(=O)Cc2ccc([N+](=O)[O-])cc2)c(C)n1 | -0.1 | -4 | 1.5 | -3 | 0 | -1 | -2 | 2 | 3
O=C1c2cccc(Cl)c2C(=O)c2c1cccc2N1CCCC1 | 0.0 | -5 | 3.8 | -9 | -19 | -7 | 6 | 9 | 4

Copied from the list:
O=C1c2cccc(Cl)c2C(=O)c2c1cccc2N1CCCC1 | Fh CTSL1 inh: -7
O=C(C1=C[C@@H](C2CC2)C[C@@H](OCc2ccc(CO)cc2)O1)N1CCN(Cc2ccc3c(c2)OCO3)CC1 | PP1 inh: 2

Given with values under each structure: 11 of the compounds above
Every second line gives: Efflux pump mplx, proCasp7 act, PP5 primary, TPT1 inhibitor, HCV core dimer, Fh CTSL1 inh, PP1 inh, JMJD2C inh, proCasp3 act
CCOC(=O)c1cnc(SCc2nc(N)nc(Nc3ccc(F)cc3)n2)nc1N
→ -0.1, -9, 2.1, -3, -2, 2, 1, -18, -8
O=C1c2ccc(Oc3ccc4c(c3)C(=O)N(CCCO)C4=O)cc2C(=O)N1CCCO
→ -0.1, -5, 0.4, -1, -4, 9, -6, -30, -1
O=C(O)c1ccccc1NS(=O)(=O)c1ccc2c(c1)OCCO2
→ -0.1, -1, 0.5, -1, 2, -4, -4, 10, -1
Cc1c(CCC(=O)NCCCn2ccnc2)c(=O)oc2cc3occ(C(C)(C)C)c3cc12
→ -0.2, 5, 1.1, 2, 6, 3, 4, -6, 4
COc1ccc(OC)c(CCNC(=O)c2nn(C)c3c2CS(=O)(=O)c2ccccc2-3)c1
→ -0.1, 6, 3.1, -1, -7, 1, 1, 6, 2
COc1cccc(C2=NOC(C(=O)Nc3ccccc3SC)C2)c1 (stereo unspecified)
→ 0.0, 10, 2.2, -6, -1, 6, 8, -38, 2
CCOc1cc(C(C(=O)NCC2CCCO2)N(C(=O)Cn2nnc3ccccc32)c2ccc(NC(C)=O)cc2)ccc1O (stereo unspecified)
→ 0.0, 9, -0.7, -1, -3, 1, -3, -6, -3
Cc1cc(Cl)ccc1NC(=O)CN1CCCC1
→ 0.0, 4, 0.9, -3, -11, 1, 1, 4, 6
Cc1ccc(Cn2ccc(NC(=O)c3cc(-c4cccc(Cl)c4)on3)n2)cc1
→ 0.0, 6, -2.6, 4, 5, -1, -4, -6, 5
CCn1cc(/C=N\NC(=O)Cc2ccc([N+](=O)[O-])cc2)c(C)n1
→ -0.1, -4, 1.5, -3, 0, -1, -2, 2, 3
O=C1c2cccc(Cl)c2C(=O)c2c1cccc2N1CCCC1
→ 0.0, -5, 3.8, -9, -19, -7, 6, 9, 4
